Screening data: PubChem BioAssay, Broad Institute
C diff growth = inhibitors of Clostridium difficile growth | hit rate 0.25% among 86,000 | Clostridium difficile clinical isolate growth, OD600, 24 h; stronger effect = lower value | growth activity, negative = inhibition, % at 16 µg/mL (by protocol);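 active = mean growth activity at or below -80% and every replicate also at or below -80%; inconclusive = mean at or below -80% but some replicate above -80%; inactive = mean growth activity above -80%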;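 note: 0% = DMSO wells and -100% = levofloxacin 16 µg/mL wells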
Pf Dd2 inh = P. falciparum Dd2 growth inhibition | AID 1159554 | SYBR Green, 72 h; stronger effect = lower value | activity change, % at 10 µM | hit rate 2.3% among 94,000; in the data active = activity change below about -80%; inconclusive = no clear call, values can overlap the other calls
KDM4C inh = inhibitors of human demethylase GASC-1 KDM4C; Q9H3R0; GST-KDM4C 2-372, H3K9me3 peptide, LANCE TR-FRET; hit rate 0.15% among 96,000; inhibition, % at 12.5 µM;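 active = mean replicate inhibition above about 25%, with at least 55% of replicates also reaching it, limit read from the data, passing the limit was not always enough; inconclusive = only one of those two conditions met; inactive = neither condition met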
Target sequence (Q9H3R0 2-372 limits assumed): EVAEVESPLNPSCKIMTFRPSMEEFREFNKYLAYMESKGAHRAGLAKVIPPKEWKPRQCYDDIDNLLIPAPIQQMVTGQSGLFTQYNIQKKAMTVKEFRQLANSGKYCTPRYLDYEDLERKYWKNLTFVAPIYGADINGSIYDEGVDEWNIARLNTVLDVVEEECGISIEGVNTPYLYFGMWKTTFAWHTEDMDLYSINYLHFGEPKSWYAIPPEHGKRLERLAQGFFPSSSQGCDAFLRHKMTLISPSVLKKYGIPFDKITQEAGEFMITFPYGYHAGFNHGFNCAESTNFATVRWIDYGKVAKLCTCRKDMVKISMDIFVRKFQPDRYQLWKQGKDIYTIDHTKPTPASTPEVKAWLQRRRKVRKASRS
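Assay system: GST-GASC-1 enzyme fragment 2-372 | Amount: 10 nM enzyme | Medium: HEPES buffer, pH 7.5, plus ascorbate | Reagent: H3K9me3 peptide substrate, Fe(II), 2-oxoglutarate | Doses: Single-point compound screen | Incubation: 30 min demethylation and 1 h detection at room temperature | Measured by: LANCE TR-FRET, excitation 340 nm, emissions 618 and 671 nm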
T cruzi growth = T. cruzi proliferation inhibition; T. cruzi beta-gal in NIH3T3, GalScreen luminescence, 90 h; inhibition, % at 8.34 µM; hit rate 5.9% among 77,000; AID 624255;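 active = mean inhibition above about 93%, with at least 55% of replicates each passing it, limit read from the data, passing the limit was not always enough; inconclusive = only one of those two conditions holds; inactive = neither condition holds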
* marks the source's active call; other numbers are inactive results; ? = inconclusive; / = no result given; & = joins results of further samples. Hits appear at their usual frequency. Share with any hit: about 6.8%.

SMILES	KDM4C inh	Pf Dd2 inh	T cruzi growth	C diff growth
Cc1ccc(S(=O)(=O)N(C)C[C@@H]2OCCCC[C@@H](C)Oc3ccc(NC(=O)Nc4ccc5c(c4)OCO5)cc3C(=O)N([C@@H](C)CO)C[C@@H]2C)cc1	-1.1	-83*	/	/
O=C(C1CCC1)N1C[C@@H]2[C@H](c3ccccc31)[C@@H](CO)N2C(=O)c1ccccc1	4.1	25	52	-8
O=C(NCc1ccccc1)[C@@H]1[C@@H](CO)[C@@H]2Cn3c(ccc(-c4cccnc4)c3=O)[C@@H]2N1Cc1cocn1	14	/	-77	/
C[C@@H]1CN([C@H](C)CO)C(=O)c2cc(NC(=O)Nc3ccc4c(c3)OCO4)ccc2O[C@@H](C)CCCCO[C@@H]1CN(C)S(=O)(=O)c1cn(C)cn1	1.1	8	26	1
COc1ccc(NC(=O)Nc2ccc3c(c2)C(=O)N([C@H](C)CO)C[C@@H](C)[C@H](CN(C)CC2CCCCC2)OCCCC[C@@H](C)O3)cc1	-0.4	-85*	71	-11
COCC(=O)N1C[C@@H]2[C@H](c3ccccc31)[C@H](CO)N2C(=O)Nc1ccccc1Cl	0.0	6	35	-5
CCCNC(=O)N1C[C@H](O)COC[C@H]2O[C@H](CC(=O)O)CC[C@@H]21	-0.9	33	37	11&1
CCS(=O)(=O)NCC[C@H]1CC[C@@H](NS(=O)(=O)c2ccccc2C)[C@@H](CO)O1	-1.1	-12	24	-1
C[C@H]1CN([C@@H](C)CO)C(=O)c2c(c3ccccc3n2C)-c2ccccc2CO[C@H]1CN(C)C(=O)Nc1ccc(-c2ccccc2)cc1	-5.9	-89*	/	2
C[C@@H](NC(=O)[C@H]1[C@H](CO)[C@H]2Cn3c(cccc3=O)[C@@H]1N2Cc1ccncc1)c1ccccc1	-0.3	9	42	2
C[C@@H]1CN([C@H](C)CO)C(=O)c2cccc(N(C)C)c2O[C@H]1CN(C)C	0.5	2	8	-3
CCN(C[C@H]1N[C@H](CO)[C@@H]1c1ccc(-c2cccc(F)c2)cc1)C(=O)COC	-0.1	3	-30	-1
Cc1ccc(S(=O)(=O)Nc2ccc3c(c2)CC(=O)N([C@@H](C)CO)C[C@H](C)[C@H](CN(C)CC2CCCCC2)O3)cc1	-2.2	-3	28	1
COc1ccccc1NC(=O)N[C@@H]1CC[C@H](CCn2cc(-c3ccccc3)nn2)O[C@H]1CO	-0.5	-21	32	-14
CC(C)NC(=O)N(C)C[C@@H]1Oc2c(NC(=O)c3cnccn3)cccc2C(=O)N([C@@H](C)CO)C[C@H]1C	0.6	2	/	4&3
CNC[C@H]1OCCCC[C@@H](C)Oc2ccc(NS(=O)(=O)c3cn(C)cn3)cc2C(=O)N([C@H](C)CO)C[C@@H]1C	3.0	35	29	1
COc1ccc(NC(=O)Nc2ccc3c(c2)C(=O)N([C@@H](C)CO)C[C@@H](C)[C@@H](CN(C)C(=O)Nc2ccc(F)cc2)OCCCC[C@@H](C)O3)cc1	-0.2	-40	75	-2
C[C@H]1CN([C@@H](C)CO)S(=O)(=O)c2ccc(C#CC3CC3)cc2O[C@@H]1CN(C)C(=O)Cc1ccncc1	0.9	-50	96*	-3
CC(C)(C)[S@](=O)N1Cc2cc(C(=O)NC3CCC3)nc(-c3cccc(-c4ccccc4F)c3)c2[C@@H]1CCO	-0.6	-61	75	/
O=C([C@@H]1[C@@H](CO)[C@@H]2Cn3c(cccc3=O)[C@@H]2N1Cc1ccccc1Cl)N1CCOCC1	3.1	19	-44	5
O=C(NCC[C@H]1CC[C@@H](NS(=O)(=O)c2ccc(Cl)cc2)[C@H](CO)O1)Nc1ccc(F)cc1	-1.1	6	/	1
COc1ccc2c3c(n(C)c2c1)[C@H](CO)N(CC1CCOCC1)CC31CN(C(=O)c2cccc(F)c2)C1	0.7	-58	/	5
O=C(Cc1ccccn1)N[C@@H]1CC[C@@H](CCn2cc(-c3ccccc3)nn2)O[C@H]1CO	-1.5	-8	-21	/
CC(C)[C@@H]1COCc2cn(nn2)CC[C@H](Cc2ccccc2)C(=O)N1	-2.3	/	/	5
COC(=O)C[C@@H]1CC[C@H]2[C@H](COc3ccc(NC(=O)c4cc(C)on4)cc3C(=O)N2C)O1	1.5	4	0	-3
N#C[C@@H]1[C@H](c2ccccc2-c2ccccc2F)[C@@H](CO)N1C(=O)C1CCC1	2.7	-41	/	-3
C[C@H]1CCCCO[C@H](CN(C)Cc2ccc(C(F)(F)F)cc2)[C@@H](C)CN([C@@H](C)CO)C(=O)c2cc(NC(=O)Nc3ccc4c(c3)OCO4)ccc2O1	1.3	-30	74	/
C[C@@H](NC(=O)C[C@@H]1C=C[C@H](NC(=O)C2CCC2)[C@H](CO)O1)c1ccccc1	-2.3	-11	-61	/
C[C@H](CO)N1C[C@H](C)[C@@H](CN(C)C(=O)c2ccc3c(c2)OCO3)Oc2ncc(C3=CCCC3)cc2C1=O	1.5	-14	/	-9
CO[C@H]1CN(C)C(=O)c2cc(NC(=O)c3ccccc3)ccc2OC[C@@H](C)N(CC2CC2)C[C@H]1C	-0.1	7	-24	1
C[C@@H]1CN([C@H](C)CO)C(=O)c2cc(NC(=O)Nc3ccc(C(F)(F)F)cc3)ccc2O[C@H]1CN(C)C(=O)Nc1ccc(F)cc1	-0.7	?	30	12
CCCC(=O)Nc1ccc2c(c1)C(=O)N(C)C[C@H](OC)[C@@H](C)CN(Cc1ccncc1)[C@H](C)CO2	2.0	/	59	/
Cc1noc(C)c1NC(=O)N(C)C[C@@H]1OCCCC[C@H](C)Oc2ccc(NS(=O)(=O)c3ccc(F)cc3)cc2C(=O)N([C@@H](C)CO)C[C@H]1C	0.2	8	7	8
COc1ccccc1S(=O)(=O)N[C@@H]1CC[C@H](CCNC(=O)C2CCCC2)O[C@@H]1CO	0.4	1	/	-1
C[C@@H]1CN([C@H](C)CO)C(=O)Cc2cc(NS(=O)(=O)c3ccc(F)cc3)ccc2O[C@H]1CN(C)C(=O)NC1CCCCC1	-0.4	19	16	1
N#C[C@H]1[C@@H](c2ccc(C#Cc3ccccc3F)cc2)[C@@H](CO)N1C(=O)C1CCCC1	3.7	-89*	/	-14
CC(C)NC(=O)N(C)C[C@@H]1OCCCC[C@H](C)Oc2ccc(NC(=O)Nc3ccc(F)cc3)cc2C(=O)N([C@H](C)CO)C[C@@H]1C	-1.0	4	20	3
CO[C@@H]1CN(C)C(=O)c2cc(NS(C)(=O)=O)ccc2OC[C@@H](C)N(CC2CCCCC2)C[C@H]1C	0.4	-13	6	/
CNC[C@@H]1Oc2ccc(NS(=O)(=O)c3ccc(F)cc3)cc2CC(=O)N([C@@H](C)CO)C[C@@H]1C	-1.5	11	/	5
C[C@@H]1CN([C@H](C)CO)C(=O)c2cc(C#CCN(C)C)cnc2O[C@@H]1CN(C)Cc1ccccn1	3.0	3	57	-11
O=C(C[C@@H]1C=C[C@@H](NC(=O)CC2CC2)[C@H](CO)O1)NCc1ccc(Cl)cc1	-0.4	-1	-20	3
O=C(N[C@H]1CC[C@H](CC(=O)N2CCC(Cc3ccccc3)CC2)O[C@H]1CO)c1cnccn1	-0.8	-10	/	-4
CO[C@@H]1CN(C)C(=O)c2ccc(NC(C)=O)cc2OC[C@@H](C)N(CCC(F)(F)F)C[C@H]1C	0.0	5	0	-1
C[C@@H]1CN([C@H](C)CO)C(=O)c2cc(NC(=O)CCCN(C)C)ccc2O[C@@H](C)CCCCO[C@@H]1CN(C)C(=O)NC1CCCCC1	5.3	23	20	-3
COc1ccc(C#Cc2cnc3c(c2)C(=O)N([C@H](C)CO)C[C@@H](C)[C@@H](CN(C)C(=O)Nc2cccc(OC)c2)O3)cc1	-2.7	-66	?	4
CCCC(=O)N1CC2(C1)CN(C(=O)COC)[C@@H](CO)c1c2c2ccc(OC)cc2n1C	-0.9	-3	/	-1
C[C@@H]1CN([C@H](C)CO)C(=O)c2cc(NC(=O)Cc3cn(C)c4ccccc34)ccc2O[C@@H]1CN(C)S(=O)(=O)c1ccc(F)cc1	-4.4	-3	-5	-1
CCC(=O)N(C)C[C@H]1Oc2ncc(C#CCC(C)C)cc2C(=O)N([C@@H](C)CO)C[C@@H]1C	1.2	4	50	-11
CNC(=O)C[C@@H]1CC[C@H]2[C@H](COc3ccc(NC(=O)c4ccccc4OC)cc3C(=O)N2C)O1	0.1	5	18	8
CC(C)CC#Cc1ccc([C@H]2[C@H](CO)N3CCCCN(S(=O)(=O)Cc4ccccc4)C[C@@H]23)cc1	-2.2	?	100*	-11
Cc1noc(C)c1S(=O)(=O)Nc1ccc2c(c1)CC(=O)N([C@@H](C)CO)C[C@H](C)[C@H](CN(C)C(=O)NC1CCCCC1)O2	-0.3	14	12	3
C[C@H](CO)N1C[C@H](C)[C@@H](CN(C)Cc2cccc(C(=O)O)c2)Oc2ncc(C#CC(C)(C)O)cc2C1=O	-0.3	3	-41	-2
C[C@@H]1CCCCO[C@H](CN(C)S(=O)(=O)c2ccc(Cl)cc2)[C@H](C)CN([C@@H](C)CO)C(=O)c2cc(NS(=O)(=O)c3cn(C)cn3)ccc2O1	-0.4	-42	55	-6
C[C@@H]1CCCCO[C@@H](CN(C)C(=O)NC2CCCCC2)[C@H](C)CN([C@H](C)CO)C(=O)c2cc(NC(=O)c3ccncc3)ccc2O1	-2.2	-1	68	0
O=C(N[C@H]1CC[C@H](CCn2cc(Cc3ccccc3)nn2)O[C@@H]1CO)c1ccccn1	-2.0	-12	27	-3
O=C(C[C@H]1CC[C@@H]2[C@H](COC[C@@H](O)CN2Cc2ccc(F)cc2)O1)NCc1ccncn1	-0.8	6	-4	1&-4
C[C@@H]1CCCCO[C@@H](CN(C)C(=O)c2ccccc2)[C@H](C)CN([C@H](C)CO)C(=O)c2cc(NC(=O)Nc3ccc(F)cc3)ccc2O1	-0.5	-62	43	0
CCCNC(=O)N1CC2(C1)[C@H](c1ccccc1)[C@H](CO)N2Cc1ccccn1	-0.4	12	/	9
Cc1noc(C)c1NC(=O)Nc1ccc2c(c1)C(=O)N([C@@H](C)CO)C[C@H](C)[C@H](CN(C)Cc1ccncc1)O2	-1.8	27	/	-6
COc1ccc(CN(C)C[C@@H]2OCCCC[C@H](C)Oc3ccc(NC(=O)Nc4c(C)noc4C)cc3C(=O)N([C@H](C)CO)C[C@@H]2C)cc1	0.4	-12	-22	-2

Next section
SMILES	KDM4C inh	Pf Dd2 inh	T cruzi growth	C diff growth
C/C=C/c1cnc2c(c1)C(=O)N([C@H](C)CO)C[C@H](C)[C@H](CN(C)Cc1cncnc1)O2	4.7	40	/	3
O=C(C[C@H]1CC[C@H]2[C@@H](COC[C@H](O)CN2C(=O)c2ccccn2)O1)N1CCN(c2ccccc2)CC1	-0.8	-6	-4	/
C[C@H]1CN([C@@H](C)CO)S(=O)(=O)c2ccc(-c3cccnc3)cc2O[C@@H]1CN(C)Cc1cccnc1	3.5	-5	79	9
CC(C)NC(=O)N(C)C[C@@H]1Oc2cc(-c3cncnc3)ccc2S(=O)(=O)N([C@@H](C)CO)C[C@H]1C	-2.6	33	-20	-1
C[C@@H]1CN([C@@H](C)CO)C(=O)c2cc(-c3cccc(F)c3)cnc2O[C@H]1CN(C)S(C)(=O)=O	0.0	23	63	1

Quoted at random: 4 records from the list.
SMILES	KDM4C inh	Pf Dd2 inh	T cruzi growth	C diff growth
CO[C@@H]1CN(C)C(=O)c2ccc(NC(C)=O)cc2OC[C@@H](C)N(CCC(F)(F)F)C[C@H]1C	0.0	5	0	-1
Cc1noc(C)c1NC(=O)N(C)C[C@@H]1OCCCC[C@H](C)Oc2ccc(NS(=O)(=O)c3ccc(F)cc3)cc2C(=O)N([C@@H](C)CO)C[C@H]1C	0.2	8	7	8
O=C([C@@H]1[C@@H](CO)[C@@H]2Cn3c(cccc3=O)[C@@H]2N1Cc1ccccc1Cl)N1CCOCC1	3.1	19	-44	5
COc1ccccc1NC(=O)N[C@@H]1CC[C@H](CCn2cc(-c3ccccc3)nn2)O[C@H]1CO	-0.5	-21	32	-14
